Source: PubChem
MCF10A rerep = inducers of DNA re-replication in MCF 10A breast cells; Potency, µM (top dose mostly 46.1 µM), for inactives: top-dose activity, positive = re-replication, actives largely listed as activators; 350,000 compounds, 2.9% hits; MCF 10A DNA re-replication, Hoechst nuclear intensity, 48 h; also: % of control where 0% means no effect; nearly all actives have a fitted effect of over 50% in size
ATXN viability = reduces viability in counter-screen for ATXN expression inhibitors. Potency, µM (titrated, usually from 56.7 µM), hits mostly cytotoxic. S2 cells (HEK-293 line with an ATXN2-luciferase reporter) viability, CellTiter-Fluor protease fluorescence, 24 h. AID 651635. 400,000 compounds, 0.49% hits; also: nearly all actives have a fitted effect of over 40% in size
EPAC2 antag = blocks human EPAC2 exchange factor. Potency, µM (titrated, usually from 114 µM), for inactives: at the top dose activity, negative = inhibition, hits mostly inhibitors. EPAC2 GEF exchange of Rap1B-BODIPY-GDP, fluorescence. Q8WZA2. 360,000 compounds, 0.18% hits; also: % is scaled to controls: 0 for no effect and ±100 for the full control effect; nearly all actives have a fitted effect of over 45% in size; many of its hits are not listed in these tables
Target sequence (Q8WZA2 whole entry, looked up): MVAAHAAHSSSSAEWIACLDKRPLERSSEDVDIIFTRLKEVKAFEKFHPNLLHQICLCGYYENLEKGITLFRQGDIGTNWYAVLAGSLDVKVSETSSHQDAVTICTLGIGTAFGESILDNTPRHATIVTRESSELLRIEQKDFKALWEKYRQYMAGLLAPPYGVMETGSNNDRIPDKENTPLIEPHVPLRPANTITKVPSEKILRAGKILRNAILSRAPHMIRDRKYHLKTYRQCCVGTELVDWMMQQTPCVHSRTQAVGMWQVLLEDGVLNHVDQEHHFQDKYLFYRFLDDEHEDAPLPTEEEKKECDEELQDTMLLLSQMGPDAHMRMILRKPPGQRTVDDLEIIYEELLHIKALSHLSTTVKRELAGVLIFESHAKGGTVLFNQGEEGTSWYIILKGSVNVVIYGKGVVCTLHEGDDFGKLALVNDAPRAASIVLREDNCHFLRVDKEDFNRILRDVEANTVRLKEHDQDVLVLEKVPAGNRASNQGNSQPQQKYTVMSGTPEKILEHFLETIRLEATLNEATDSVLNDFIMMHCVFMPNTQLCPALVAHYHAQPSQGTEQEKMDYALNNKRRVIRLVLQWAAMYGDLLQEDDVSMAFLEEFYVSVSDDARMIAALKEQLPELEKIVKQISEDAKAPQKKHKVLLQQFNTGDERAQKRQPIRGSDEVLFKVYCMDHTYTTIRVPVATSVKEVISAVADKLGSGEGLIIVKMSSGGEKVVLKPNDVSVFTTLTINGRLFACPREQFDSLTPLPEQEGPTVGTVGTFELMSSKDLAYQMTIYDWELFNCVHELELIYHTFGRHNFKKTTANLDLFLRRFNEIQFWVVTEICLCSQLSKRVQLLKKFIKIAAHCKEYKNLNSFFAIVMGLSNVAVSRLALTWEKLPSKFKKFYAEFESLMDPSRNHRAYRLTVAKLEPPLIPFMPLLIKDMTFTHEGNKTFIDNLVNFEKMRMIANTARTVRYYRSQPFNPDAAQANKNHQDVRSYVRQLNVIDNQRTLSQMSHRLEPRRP
TGFb SMAD3 inh = blocks TGF-b signaling. HepG2 CAGA-GFP TGF-b/SMAD3 reporter, GFP fluorescence, 18 h; TGF-beta stimulated, 500 pg/mL final. 410,000 compounds, 1.2% hits. Potency, µM (doses to about 46.1 µM), inactives show at the highest dose activity, negative = inhibition, actives largely listed as inhibitors; also: % is scaled to controls: 0 for no effect and ±100 for the full control effect; nearly all actives have a fitted effect of over 65% in size
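HEPG2 CAGA-GFP cells (1000/well, DMEM with 1% FBS) were pre-incubated 2 h at 37 degrees C, given compound by pin tool, then stimulated with TGF-beta at 500 pg/mL final for 18 h before per-cell GFP fluorescence imaging.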
ATXN2 expr inh = inhibitors of ATXN2 expression. HEK-293 ATXN2-luciferase reporter, luminescence, 24 h. Potency, µM (top dose mostly 57 µM), inactives show at the highest dose activity change, negative = inhibition, most hits filed as inhibitors. 360,000 compounds, 0.72% hits; also: % is scaled to controls: 0 for no effect and ±100 for the full control effect; nearly all actives have a fitted effect of over 55% in size
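qHTS (up to 57 uM final) was run with 24 h compound exposure of reporter cells at 37 °C. Each well was multiplexed: SteadyGlo luminescence measured ATXN2-luciferase expression after a fluorogenic Gly-Phe-AFC viability readout (25 uM final).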
Nrf2 activator = activates Nrf2 signaling; AREc32 ARE-luciferase reporter (MCF7-derived line), luminescence, 24 h; Potency, µM (top dose mostly 46.1 µM), inactives show at the top dose activation, usual class: activators; 410,000 compounds, 0.31% hits; AID 624171; also: % of control where 0% means no effect; nearly all actives have a fitted effect of over 65% in size
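AREc32_Fluc, 1000 cells/well, OPTI-MEM + 5% FBS, o/n 37 deg C 5% CO2; 23 nL cpd by pin tool, 24 hr; Steady-Glo 30 min RT, luminescence.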
A549 tox = kills or reduces viability of A549 cells in Nrf2 counter-screen | A549 ARE-Fluc cells, CellTiter-Fluor viability, 18-24 h | 390,000 compounds, 0.16% hits | Potency, µM (series often up to 46 µM), inactives show top-dose activity change, negative = cytotoxicity, hits mostly inhibitors; also: % is scaled to controls: 0 for no effect and ±100 for the full control effect
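Cytotoxicity counterscreen: CellTiter-Fluor fluorescence was measured in A549 ARE_Fluc cells after 18-24 h of compound exposure in a concentration series. The subsequent BugLite luminescent read reports ARE-luciferase activity.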
HepG2 viability = kills HepG2 cells in TGF-b inhibitor counter-screen | Potency, µM (top dose mostly 46.1 µM), for the others: top-dose activity change, negative = cytotoxicity, usual class: cytotoxic | HepG2 CAGA-GFP viability, ATP luminescence, 18 h | AID 588856 | 410,000 compounds, 0.76% hits; also: some results filed as inactive show a strong effect at the top dose
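CellTiter-Glo luminescence gave cytotoxicity after 18 hours at 37 degrees C. The cells were HepG2 CAGA-GFP in 1% FBS DMEM, stimulated with 500 pg/mL TGF-beta after compound addition. %Activity was normalised to no-cell wells (complete cell-killing) and DMSO (no toxicity), and curves were fitted and classified.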
Nrf2 block = inhibitors of Nrf2 signaling; A549 ARE-Fluc reporter, luciferase luminescence, 18-24 h; Potency, µM (top dose mostly 46 µM), inactives show top-dose activity change, negative = inhibition, most hits filed as inhibitors; 360,000 compounds, 2.1% hits; AID 504444; also: % is scaled to controls: 0 for no effect and ±100 for the full control effect; nearly all actives have a fitted effect of over 60% in size
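A549 ARE_Fluc cells, 5000/well, 5% FBS OPTI-MEM; compounds in dose-response, 18-24 h at 37 °C/5% CO2; CellTiter-Fluor viability read (Ex 405/Em 525), then BugLite luciferase luminescence = Nrf2 activity.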
An asterisk follows results filed as active; i = inactive; ? = inconclusive; . = no result given; & = joins results of further samples; [ ] = another dose, or the depositor's remark. Calls follow the shape of the dose curve; as a rule, active = well fitted curve in the direction sought with a large enough effect; inconclusive = small, poorly fitted or top-dose-only effect, or another doubt; inactive = no such curve, though single readings can be large; an effect the other way counts as inactive or inconclusive. Potency is read from the fitted curve at half-maximal effect.

Structure	MCF10A rerep	ATXN viability	EPAC2 antag	TGFb SMAD3 inh	ATXN2 expr inh	Nrf2 activator	A549 tox	HepG2 viability	Nrf2 block
Cc1cccc(CSc2ccc(-c3cccs3)nn2)c1	7%	i	-3%	?	42%[activator]	5.3%&2.5%	2%&11%	-24%&-8%	?
O=C(NCc1ccncc1)C(=O)N/N=C/c1ccccc1OCc1ccccc1	-39%[inhibitor]	i	11%	43%[activator]	2%	2.6%	-4%	0%	16%
O=C(Nc1ccccc1Cl)C1CCN(Cc2cnn(-c3ccccc3)c2-n2cccc2)CC1	?	i	-7%	?	41%[activator]	4.6%	-19%	-7%	29%
CCOC(=O)N1CCC(NC(=O)CC2C(=O)NCCN2Cc2cccc(F)c2F)CC1 (stereo not drawn)	?	i	20%	5%	9%	0.0%	2%	6%	-2%
O=C(NC1CC(=O)N(c2ccccc2)C1)C(c1ccccc1)c1ccccc1 (stereo not drawn)	.	.	.	-11%	.	-0.4%	3%	-11%	.
COc1ccccc1CN1CC(C(=O)NCc2cc(C)on2)CCC1=O (stereo not drawn)	-1%	i	20%	?	15%	0.0%	-3%	-16%	14%
Cc1ccc(CNC(=O)CCSCc2ccccc2F)cc1	6%	i	3%	0%&2%	1%&10%	-0.3%&0.3%	1%&-1%	1%&2%	0%
Cc1ccc(C(=O)NNC(=O)CCC(=O)Nc2cccc(Cl)c2C)cc1	-4%	i	7%	-17%	5%	-0.1%[9.22 µM]	10%	-3%	13%
COc1ccc(-c2cn3nc(N4CCC(C(=O)Nc5cccc(OC)c5)CC4)sc3n2)cc1	.	.	.	0%	.	6.3%	0%	-24%	?
COc1ccc(CNCCS(=O)(=O)NC2CCCC2)cc1	2%	i	14%	0%	5%	-0.6%	0%	0%	18%
CCC(Cc1ccccc1)NC(=O)c1oc(=O)c2ccccc2c1-c1ccccc1 (stereo not drawn)	.	?	.	?	-18%	6.5%	-4%	-29%	.
COCc1ccc(C(=O)N2CCCC(CCC(=O)NCc3ccccc3F)C2)o1 (stereo not drawn)	13µM*	i	15%	-14%	-23%	-0.1%	-17%	0%	29%

Structures above that contain four or more nitrogen atoms:
Structure	MCF10A rerep	ATXN viability	EPAC2 antag	TGFb SMAD3 inh	ATXN2 expr inh	Nrf2 activator	A549 tox	HepG2 viability	Nrf2 block
O=C(NCc1ccncc1)C(=O)N/N=C/c1ccccc1OCc1ccccc1	-39%[inhibitor]	i	11%	43%[activator]	2%	2.6%	-4%	0%	16%
O=C(Nc1ccccc1Cl)C1CCN(Cc2cnn(-c3ccccc3)c2-n2cccc2)CC1	?	i	-7%	?	41%[activator]	4.6%	-19%	-7%	29%
CCOC(=O)N1CCC(NC(=O)CC2C(=O)NCCN2Cc2cccc(F)c2F)CC1 (stereo not drawn)	?	i	20%	5%	9%	0.0%	2%	6%	-2%
COc1ccc(-c2cn3nc(N4CCC(C(=O)Nc5cccc(OC)c5)CC4)sc3n2)cc1	.	.	.	0%	.	6.3%	0%	-24%	?

New compounds follow
Structure	MCF10A rerep	ATXN viability	EPAC2 antag	TGFb SMAD3 inh	ATXN2 expr inh	Nrf2 activator	A549 tox	HepG2 viability	Nrf2 block
O=C(c1ccc(NS(=O)(=O)/C=C/c2ccccc2)cc1)N1CCCCC1	5%	i	-2%	-13%	-17%	0.8%	0%	-10%	?
CCCCCC(=O)NNC1CC(=O)N(c2ccccc2)C1=O (stereo not drawn)	-1%	i	-6%	-10%	-4%	0.7%	2%	-9%	21%
Cn1nnc(C(O)CNCc2ccc(Cl)cc2)n1 (stereo not drawn)	-2%	i	-6%	3%	.	-0.2%	7%	-12%	-18%
CSc1ccc(-c2nnc(NC(=O)c3ccc4c(c3)OCCO4)o2)cc1	.	.	.	?	.	-0.8%	-13%	-32%	.
CN(Cc1ccccc1)c1ccc2nnc(-c3ccccc3)n2n1	?	i	-14%	-1%	-16%	-0.3%	-14%	-15%	-2%
O=C(c1ccco1)N(CCC(c1ccccc1)c1ccco1)Cc1ccco1 (stereo not drawn)	?	?	-15%	-21%	10%	16%	3%	-19%	-1%
Cc1cc(C)c(S(=O)(=O)Cc2ccccc2)c(Cl)n1	-4%	i	-9%	-1%	-1%	21%	4%	-2%	2%
CCOc1ccc(N(CC(=O)NCc2ccccc2C)S(C)(=O)=O)cc1	0%	i	-16%	-4%	67%[activator]	3.6%	6%	-25%	?
O=S(=O)(O)c1ccc2c(c1)C(C(Cl)(Cl)Cl)OC(C(Cl)(Cl)Cl)O2 (stereo not drawn)	13%	i	?	4%	-6%	-0.9%	5%	-6%	-3%
O=c1[nH][nH]cc1C=NCc1cccc(C(F)(F)F)c1	3%	i	2%	20%	.	-1.0%	0%	5%	-20%
O=C(Nc1ccc(Cl)cc1)N1CCCC(Cn2cccc2)C1 (stereo not drawn)	0%	i	1%	0%	16%	2.6%	6%	-61%	2%
CC(=O)NS(=O)(=O)c1ccc(NC(=O)c2cc3c(=O)n4ccccc4nc3s2)cc1	?	i	2%	-5%	17%	-0.4%	-9%	5%	?

Rewritten field by field: entries from further up
SMILES: CCCCCC(=O)NNC1CC(=O)N(c2ccccc2)C1=O (stereo not drawn)
- MCF10A rerep: -1%
- ATXN viability: i
- EPAC2 antag: -6%
- TGFb SMAD3 inh: -10%
- ATXN2 expr inh: -4%
- Nrf2 activator: 0.7%
- A549 tox: 2%
- HepG2 viability: -9%
- Nrf2 block: 21%
SMILES: Cn1nnc(C(O)CNCc2ccc(Cl)cc2)n1 (stereo not drawn)
- MCF10A rerep: -2%
- ATXN viability: i
- EPAC2 antag: -6%
- TGFb SMAD3 inh: 3%
- ATXN2 expr inh: .
- Nrf2 activator: -0.2%
- A549 tox: 7%
- HepG2 viability: -12%
- Nrf2 block: -18%

Rewritten with two lines to a compound: 2 of the compounds above.
Every second line gives: MCF10A rerep | ATXN viability | EPAC2 antag | TGFb SMAD3 inh | ATXN2 expr inh | Nrf2 activator | A549 tox | HepG2 viability | Nrf2 block
O=C(NC1CC(=O)N(c2ccccc2)C1)C(c1ccccc1)c1ccccc1 (stereo not drawn)
  . | . | . | -11% | . | -0.4% | 3% | -11% | .
COc1ccccc1CN1CC(C(=O)NCc2cc(C)on2)CCC1=O (stereo not drawn)
  -1% | i | 20% | ? | 15% | 0.0% | -3% | -16% | 14%

(further entries)
Structure	MCF10A rerep	ATXN viability	EPAC2 antag	TGFb SMAD3 inh	ATXN2 expr inh	Nrf2 activator	A549 tox	HepG2 viability	Nrf2 block
CN(CC(=O)Nc1c(Cl)cccc1Cl)C(=O)CNC(=O)c1ccco1	-6%	i	0%	-20%	1%	-0.3%	6%	-17%	6%
COc1cc(NC(=O)CSc2nccc(C)n2)c(C)cc1[N+](=O)[O-]	3%	i	10%	-4%	22%	5.5%	-4%	-4%	6%
Cc1ccc(C)c(N2CCN(C(=O)CCc3nc(-c4ccccc4F)no3)CC2)c1	16µM*	i	-10%	?	4%	1.1%	2%	-1%	3%
Cc1csc2nc(CNS(=O)(=O)N(C)C)cn12	0%	i	-3%	-11%	13%	-0.8%	-3%	-22%	3%
Cc1cc(NC(=O)CSc2nnc(-c3c[nH]c4ccccc34)n2-c2ccc(Cl)cc2)no1	16%	?	7%	-9%	-3%	0.0%	-9%	-58%	3%
O=C(CSc1nnc(CCCN2C(=O)c3cccc4cccc(c34)C2=O)n1-c1ccccc1)N1CCCCC1	3%	i	-5%	-16%	-24%	5.6%	-7%	7%	-16%
CCCC(=O)Nc1ccc2c(c1)nc(CN1CCCC1)n2C	0%	i	13%	-3%	2%	-0.5%	3%	-18%	.
O=C(Nc1ccc2c(c1)OCO2)c1cccc(S(=O)(=O)N2CCCC2)c1	-8%	i	-3%	-23%	23%	2.5%	4%	-8%	6%
CCc1ccc(NC(=O)c2noc3c2CCC3)cc1	8%	i	3%	?	-20%	-0.4%	?	-19%	?
O=C(Nc1ccc2c(c1)nc1n2CCOC1)c1ccccc1	-2%	i	7%	-3%	6%	-0.9%	-3%	-15%	14%
Clc1ccc(-c2csc(Nc3ccccc3)[n+]2Cc2ccco2)c(Cl)c1	?	i	-3%	?	.	28%	11%	1%	?
O=C1NCC(COCc2ccco2)O1 (stereo not drawn)	-1%	i	9%	4%	-19%	-0.6%	1%	5%	-2%
O=C(COc1ccc(N2C(=O)c3ccccc3C2=O)cc1)c1ccccc1	-2%	i	-2%	1%	8%	0.3%	-2%	-3%	5%
Cc1cccc(-n2c(C)cc(/C=C3/C(=N)N4C(c5ccccc5)=CSC4=NC3=O)c2C)c1	?	i	-3%	-28%	-9%	0.4%	4%	-17%	-5%
Cc1nc(C)c(-c2ccc(SCc3ccccc3C)nn2)s1	8%	i	-25%	-29%	.	4.7%	2%	-26%	-3%
CCOC(=O)CSc1nnc(-c2c[nH]c3ccccc23)o1	-1%	i	-1%	-33%	-9%	-0.6%	0%	-12%	8%
CCC1CCCCN1C(=O)COC(=O)c1n[nH]c2ccccc12 (stereo not drawn)	-25%	i	-1%	-9%	2%	-0.2%	1%	9%	4%
O=C(CC1SC(=NC2CCCCC2)NC1=O)Nc1ccccc1 (stereo not drawn)	-7%	i	5%	-6%	0%	-0.4%	1%	2%	4%
Cc1occc1C(=O)N1CCCC(Nc2ccc(F)cc2)C1 (stereo not drawn)	-24%	i	-5%	3%	5%	-0.6%	0%	2%	1%
COc1ccc(C)cc1NS(=O)(=O)c1ccccc1	1%	i	-14%	1%	3%	4.7%	0%	-12%	-1%
O=C1C2C3C=CC(C4CC34)C2C(=O)N1CCCCN1CCN(c2ccc(F)cc2)CC1 (stereo not drawn)	?	i	-2%	-8%	-6%	0.4%	0%	-27%	-2%

An excerpt (hit frequency here may not be typical).
